From PubChem
GRK2 aptamer HTS – human GRK2 inhibition via aptamer displacement; bead flow cytometry, FAM-aptamer displacement from GRK2; inhibition of aptamer binding, % at 10 µM; actives 0.59% (n = 330,000); AID 488847;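 active = inhibition of aptamer binding above 40%, roughly 3 SD of noise, on plates passing a quality check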;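 note: median bead fluorescence of bound FAM aptamer so fluorescent compounds give negative values; no value below 0 was filed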
Target sequence (P25098 whole entry, looked up): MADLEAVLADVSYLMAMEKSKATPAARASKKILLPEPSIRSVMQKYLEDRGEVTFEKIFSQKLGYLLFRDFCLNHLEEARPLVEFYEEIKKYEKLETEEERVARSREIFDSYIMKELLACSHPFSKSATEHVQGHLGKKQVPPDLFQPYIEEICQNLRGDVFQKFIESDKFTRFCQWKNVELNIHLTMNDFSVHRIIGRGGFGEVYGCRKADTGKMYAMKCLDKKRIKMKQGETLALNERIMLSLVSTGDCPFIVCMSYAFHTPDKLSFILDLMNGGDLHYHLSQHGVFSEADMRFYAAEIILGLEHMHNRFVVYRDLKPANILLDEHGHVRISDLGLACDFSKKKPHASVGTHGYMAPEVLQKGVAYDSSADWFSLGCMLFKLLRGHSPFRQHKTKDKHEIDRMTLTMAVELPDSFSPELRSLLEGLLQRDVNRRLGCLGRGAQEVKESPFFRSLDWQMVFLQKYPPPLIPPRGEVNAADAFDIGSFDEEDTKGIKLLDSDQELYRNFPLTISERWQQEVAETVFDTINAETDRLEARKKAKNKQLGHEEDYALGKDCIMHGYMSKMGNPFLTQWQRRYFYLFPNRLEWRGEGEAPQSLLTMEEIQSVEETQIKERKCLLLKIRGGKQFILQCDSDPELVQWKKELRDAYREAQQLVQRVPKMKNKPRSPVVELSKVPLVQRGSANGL
JMJD2C inh – human JMJD2C demethylase inhibition. inhibition, % at 2.35 µM. Q9H3R0. GST-JMJD2C(1-420) H3K9me3 demethylation, DELFIA europium. actives 0.069% (n = 330,000);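 active = more than half of a compound's replicate wells show inhibition beyond 50%, single wells judged on their own value; inconclusive = some, but no more than half, of replicates pass 50% inhibition; inactive = no replicate passes 50% inhibition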;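 note: signal counts dimethyl H3K9 product captured on neutravidin plate; 0% = median of DMSO wells and 100% = 0.3 times that DMSO median; strong numbers were not always called active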
Target sequence (Q9H3R0 1-420 limits assumed): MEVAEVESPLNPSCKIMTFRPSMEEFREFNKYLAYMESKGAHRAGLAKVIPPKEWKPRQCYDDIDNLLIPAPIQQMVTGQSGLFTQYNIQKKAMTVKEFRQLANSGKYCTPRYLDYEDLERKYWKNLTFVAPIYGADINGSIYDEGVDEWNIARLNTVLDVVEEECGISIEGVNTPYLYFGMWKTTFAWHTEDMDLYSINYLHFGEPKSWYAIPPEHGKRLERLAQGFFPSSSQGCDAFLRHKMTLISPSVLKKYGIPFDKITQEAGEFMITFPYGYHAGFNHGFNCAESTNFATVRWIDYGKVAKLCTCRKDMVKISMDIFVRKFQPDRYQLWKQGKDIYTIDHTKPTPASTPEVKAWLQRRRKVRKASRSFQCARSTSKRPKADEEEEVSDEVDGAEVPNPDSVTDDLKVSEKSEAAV
VLA-4 inh – inhibition in a human VLA-4 binding assay; VLA-4 expressing cells, ligand binding flow cytometry; inhibition, % (about 7 µM as worked out from the volumes in the protocol); actives 0.2% (n = 330,000); in the data active = inhibition above about 50%
AGP1 TOR yeast – yeast TOR pathway AGP1-GFP modulation | S. cerevisiae AGP1-GFP multiplex flow cytometry, 3 h; GFP as percent of DMSO wells | GFP response vs DMSO, % at 10 µM | actives 0.02% (n = 320,000);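 active = GFP response relative to DMSO above a set limit, near screen average plus 3 SD, cut at about 150% in these data; inconclusive = fewer than 70 cells counted for the yeast strain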;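 note: median GFP channel fluorescence of the gated AGP1 strain per well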
RPL19A TOR yeast – yeast TOR pathway RPL19A-GFP modulation; AID 2025; S. cerevisiae RPL19A-GFP strain, flow cytometry, 3 h; active compounds read low; percent response vs DMSO, % at 10 µM; actives 0.3% (n = 330,000);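 active = percent response vs DMSO below 50%; inconclusive = fewer than 70 events counted for the yeast strain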;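 note: median channel GFP fluorescence of the barcoded RPL19A-GFP strain; ratio of sample median GFP to plate DMSO average so 100% = DMSO; lower means less RPL19A-GFP as with rapamycin TOR inhibition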
MEP2 TOR yeast – yeast TOR pathway MEP2-GFP modulation; S. cerevisiae MEP2-GFP strain, flow cytometry GFP, 3 h; 100% = DMSO control level; GFP response vs DMSO, % at 10 µM; actives 0.51% (n = 330,000);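 active = GFP response versus DMSO above a set limit, roughly screen mean plus 3 SD, cut at about 180% in these data; inconclusive = fewer than 70 cells counted for a yeast strain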;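 note: median GFP fluorescence of the barcode-gated MEP2-GFP cells per well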
CIT2 TOR yeast – alters CIT2-GFP fluorescence in TOR pathway yeast screen | S. cerevisiae CIT2-GFP strain, flow cytometry, 3 h; 100 means same as DMSO wells | GFP response vs DMSO, % at 10 µM | actives 0.065% (n = 320,000) | AID 2029;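 active = GFP response relative to DMSO above a set limit, near the screen mean plus 3 SD, cut at about 150% in these data; inconclusive = Fewer than 70 cells measured for a yeast strain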;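 note: ratio of well median GFP fluorescence to mean of DMSO wells on the plate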
LAP4-GFP MLPCN – yeast TOR pathway LAP4-GFP modulation; S. cerevisiae LAP4-GFP multiplex, flow cytometry GFP, 3 h; median GFP as percent of DMSO wells; GFP response vs DMSO, % at 10 µM; actives 0.34% (n = 320,000);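 active = GFP response vs DMSO above a set limit, about the screen mean plus 3 SD, cut at about 150% in these data; inconclusive = under 70 cell events counted for the yeast strain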
An asterisk follows results filed as active; [ ] = another dose, or the depositor's remark.

Screening Cc1ccc(NC(=O)CCN2C(=O)c3ccccc3Sc3ncccc32)cc1 returned GRK2 aptamer HTS 0, JMJD2C inh -6, VLA-4 inh -3, AGP1 TOR yeast 95, RPL19A TOR yeast 91, MEP2 TOR yeast 86, CIT2 TOR yeast 90 and LAP4-GFP MLPCN 99.
COc1cc(CN(C(=O)c2cccs2)C2CCS(=O)(=O)C2)cc(OC)c1OC (stereo unspecified) was read as GRK2 aptamer HTS 1, JMJD2C inh 7, VLA-4 inh -9, AGP1 TOR yeast inconclusive, RPL19A TOR yeast inconclusive, MEP2 TOR yeast 97[may fluoresce red], CIT2 TOR yeast 109[may fluoresce red] and LAP4-GFP MLPCN inconclusive.
For O=C(COC(=O)c1ccc(Cl)nc1)NCCc1ccccc1 the results were GRK2 aptamer HTS 0, JMJD2C inh -3, VLA-4 inh 1, AGP1 TOR yeast 93, RPL19A TOR yeast 95, MEP2 TOR yeast 92, CIT2 TOR yeast 94 and LAP4-GFP MLPCN 92.
COc1ccccc1CNC(=O)CCCc1ccccc1 was read as GRK2 aptamer HTS 0, JMJD2C inh -5, VLA-4 inh 12, AGP1 TOR yeast 92, RPL19A TOR yeast 100, MEP2 TOR yeast 109, CIT2 TOR yeast 92 and LAP4-GFP MLPCN 93.
Screening CCn1c(C)nc2cc(S(=O)(=O)C(F)F)ccc21 returned GRK2 aptamer HTS 2, JMJD2C inh 1, VLA-4 inh -4, AGP1 TOR yeast 102, RPL19A TOR yeast 103, MEP2 TOR yeast 93, CIT2 TOR yeast 108 and LAP4-GFP MLPCN 95.
`O=C(NCc1ccc2c(c1)OCO2)C1CC(c2cccc(Br)c2)=NO1` (stereo unspecified) gave GRK2 aptamer HTS 2, JMJD2C inh 3, VLA-4 inh 3, AGP1 TOR yeast 102, RPL19A TOR yeast 100, MEP2 TOR yeast 100, CIT2 TOR yeast 90 and LAP4-GFP MLPCN 105.
For CC(C)(C)C(=O)Cn1ncc(N2CCOCC2)c(Br)c1=O the results were GRK2 aptamer HTS 1, JMJD2C inh -9, VLA-4 inh 7, AGP1 TOR yeast 101, RPL19A TOR yeast 99, MEP2 TOR yeast 93, CIT2 TOR yeast 93 and LAP4-GFP MLPCN 106.
For CCOc1ccc(-c2ccc(SCC)nn2)cc1 the results were GRK2 aptamer HTS 1, VLA-4 inh 10, AGP1 TOR yeast 92, RPL19A TOR yeast 100, MEP2 TOR yeast 100, CIT2 TOR yeast 84 and LAP4-GFP MLPCN 118.
CCc1ccc(S(=O)(=O)c2cn(C)c3cc(OC)c(OC)cc3c2=O)cc1 was read as GRK2 aptamer HTS 0, JMJD2C inh 7, VLA-4 inh 3, AGP1 TOR yeast 100, RPL19A TOR yeast 100, MEP2 TOR yeast 98, CIT2 TOR yeast 100 and LAP4-GFP MLPCN 101.
Screening CN(C)c1ccc(S(=O)(=O)N(C)C)cc1[N+](=O)[O-] returned GRK2 aptamer HTS 2, JMJD2C inh -6, VLA-4 inh 6, AGP1 TOR yeast 101, RPL19A TOR yeast 102, MEP2 TOR yeast 112, CIT2 TOR yeast 90 and LAP4-GFP MLPCN 102.
CC(C)(C)c1cnnn1-c1ccc(NC(=O)c2ccc3c(c2)OCO3)cc1 was read as GRK2 aptamer HTS 3, JMJD2C inh -1, VLA-4 inh 8, AGP1 TOR yeast 100, RPL19A TOR yeast 95, MEP2 TOR yeast 98, CIT2 TOR yeast 100 and LAP4-GFP MLPCN 103.
Screening O=C(NCc1ccccc1)/C(=C/c1ccc(OC(F)F)cc1)c1ccccc1 returned GRK2 aptamer HTS 22, JMJD2C inh -4, VLA-4 inh 5, AGP1 TOR yeast 94, RPL19A TOR yeast 100, MEP2 TOR yeast 97, CIT2 TOR yeast 97 and LAP4-GFP MLPCN 95.
`COc1ccc(Cl)cc1Nc1nc(-c2sc(NC(=O)C(C)(C)C)nc2C)cs1` gave GRK2 aptamer HTS 0, JMJD2C inh 7, VLA-4 inh 25, AGP1 TOR yeast 94, RPL19A TOR yeast 103, MEP2 TOR yeast 95, CIT2 TOR yeast 95 and LAP4-GFP MLPCN 105.
For CC(NC1CCCC1)c1ccccc1 (stereo unspecified) the results were GRK2 aptamer HTS 12, JMJD2C inh -5, VLA-4 inh 4, AGP1 TOR yeast 96, RPL19A TOR yeast 94, MEP2 TOR yeast 95, CIT2 TOR yeast 97 and LAP4-GFP MLPCN 96.
For CCN(CC)S(=O)(=O)C1CCS(=O)(=O)C1 (stereo unspecified) the results were GRK2 aptamer HTS 0, JMJD2C inh 0, VLA-4 inh -10, AGP1 TOR yeast 106, RPL19A TOR yeast 101, MEP2 TOR yeast 102, CIT2 TOR yeast 117 and LAP4-GFP MLPCN 108.
Screening Cc1ccc(C(=O)N2CCN(c3ccc(NC(=S)NC(=O)c4cccs4)cc3)CC2)cc1 returned GRK2 aptamer HTS 0, JMJD2C inh -7, VLA-4 inh 12, AGP1 TOR yeast 107, RPL19A TOR yeast 95, MEP2 TOR yeast 104, CIT2 TOR yeast 92 and LAP4-GFP MLPCN 104.
Cc1ccc(S(=O)(=O)c2nnn3c2nc(N2CCCCC2)c2ccccc23)cc1 was read as GRK2 aptamer HTS 2, JMJD2C inh 2, VLA-4 inh -15, AGP1 TOR yeast 102, RPL19A TOR yeast 104, MEP2 TOR yeast 102, CIT2 TOR yeast 105 and LAP4-GFP MLPCN 96.
O=C(CN1C(=O)S/C(=C\c2ccc(O)c([N+](=O)[O-])c2)C1=O)Nc1ccc(N2CCOCC2)cc1 was read as GRK2 aptamer HTS 10, JMJD2C inh 0, VLA-4 inh 6, AGP1 TOR yeast 95, RPL19A TOR yeast 117, MEP2 TOR yeast 105, CIT2 TOR yeast 95 and LAP4-GFP MLPCN 70.
Screening O=C(Cn1cncn1)c1ccc(F)cc1F returned GRK2 aptamer HTS 0, JMJD2C inh 8, VLA-4 inh -6, AGP1 TOR yeast 91, RPL19A TOR yeast 105, MEP2 TOR yeast 100, CIT2 TOR yeast 94 and LAP4-GFP MLPCN 107.
`COc1ccc(C(=O)CN2CC(C)SC2=Nc2ccc(Cl)cc2)cc1` (stereo unspecified) gave GRK2 aptamer HTS 3, JMJD2C inh 6, VLA-4 inh 13, AGP1 TOR yeast 97, RPL19A TOR yeast 97, MEP2 TOR yeast 96, CIT2 TOR yeast 96 and LAP4-GFP MLPCN 88.
`CCN(CC)c1ccc(C2CC(=O)Nc3cc(OC)c(OC)cc32)cc1` (stereo unspecified) gave GRK2 aptamer HTS 4, JMJD2C inh 0, VLA-4 inh 3, AGP1 TOR yeast 97, RPL19A TOR yeast 98, MEP2 TOR yeast 93, CIT2 TOR yeast 89 and LAP4-GFP MLPCN 96.
CCCCCCSc1ccc([C@@H]2[C@@H]3C(=O)N(CC)C(=O)[C@@H]3[C@]3(C(=O)OC)CCCCN23)cc1 was read as GRK2 aptamer HTS 11, JMJD2C inh -4, VLA-4 inh -7, AGP1 TOR yeast 98, RPL19A TOR yeast 99, MEP2 TOR yeast 99, CIT2 TOR yeast 103 and LAP4-GFP MLPCN 97.
`Cc1cc(C)c2c(N=NN(C)C)[nH]nc2n1` gave GRK2 aptamer HTS 6, JMJD2C inh 9, VLA-4 inh 0, AGP1 TOR yeast 101, RPL19A TOR yeast 98, MEP2 TOR yeast 102, CIT2 TOR yeast 114 and LAP4-GFP MLPCN 97.
For Cc1[nH]cnc1CSCc1ccc(F)cc1 the results were GRK2 aptamer HTS 1, JMJD2C inh 3, VLA-4 inh 11, AGP1 TOR yeast 96, RPL19A TOR yeast 95, MEP2 TOR yeast 100, CIT2 TOR yeast 100 and LAP4-GFP MLPCN 94.
For CCCCn1nnnc1SCC(=O)NNC(=O)C1CCCCC1 the results were GRK2 aptamer HTS 0, JMJD2C inh 10, VLA-4 inh 15, AGP1 TOR yeast 99, RPL19A TOR yeast 95, MEP2 TOR yeast 98, CIT2 TOR yeast 94 and LAP4-GFP MLPCN 89.
Screening COc1ccc(-c2ccc3c(c2)c(-c2cccs2)c(-c2cc(OC)cc(OC)c2)n3C)cc1 returned GRK2 aptamer HTS 1, JMJD2C inh 2, VLA-4 inh 33, AGP1 TOR yeast 96, RPL19A TOR yeast 96, MEP2 TOR yeast 97, CIT2 TOR yeast 93 and LAP4-GFP MLPCN 96.
`CCC(C)NC(=O)CSc1nc2ccc(N3CCOCC3)cc2c(=O)n1CCc1ccccc1` (stereo unspecified) gave GRK2 aptamer HTS 2, JMJD2C inh 46, VLA-4 inh 2, AGP1 TOR yeast 93, RPL19A TOR yeast 93, MEP2 TOR yeast 97, CIT2 TOR yeast 85 and LAP4-GFP MLPCN 98.
Screening COc1cccc(NC(=O)CN(C)C(=O)c2cc3c(s2)CCCC3)c1 returned GRK2 aptamer HTS 0, JMJD2C inh 1, VLA-4 inh 2, AGP1 TOR yeast 104, RPL19A TOR yeast 101, MEP2 TOR yeast 104, CIT2 TOR yeast 98 and LAP4-GFP MLPCN 112.
For Cc1ccccc1N(C(=O)c1snc(C(N)=O)c1N)C(C(=O)NCC1CCCO1)c1ccc(F)cc1 (stereo unspecified) the results were GRK2 aptamer HTS 3, JMJD2C inh -6, VLA-4 inh 4, AGP1 TOR yeast 100, RPL19A TOR yeast 104, MEP2 TOR yeast 100, CIT2 TOR yeast 93 and LAP4-GFP MLPCN 92.
Screening Cc1nnc(C)n1/N=C/c1cccs1 returned GRK2 aptamer HTS 1, JMJD2C inh 6, VLA-4 inh -6, AGP1 TOR yeast 98, RPL19A TOR yeast 99, MEP2 TOR yeast 101, CIT2 TOR yeast 100 and LAP4-GFP MLPCN 96.
Screening CCOC(=O)CC(NC(=O)CCc1c(C)nc2nc(C)nn2c1C)c1ccc(C)cc1 (stereo unspecified) returned GRK2 aptamer HTS 0, JMJD2C inh 7, VLA-4 inh 2, AGP1 TOR yeast 104, RPL19A TOR yeast 105, MEP2 TOR yeast 105, CIT2 TOR yeast 103 and LAP4-GFP MLPCN 98.
CCc1nnc(NS(=O)(=O)c2ccc(N/C=C\C(=O)c3cccc4ccccc34)cc2)s1 was read as GRK2 aptamer HTS 2, JMJD2C inh -14, VLA-4 inh 2, AGP1 TOR yeast 100, RPL19A TOR yeast 104, MEP2 TOR yeast 102, CIT2 TOR yeast 98 and LAP4-GFP MLPCN 93.
Screening COc1ccc(-n2nnc3c(=O)n(Cc4cccc(C)c4)cnc32)cc1 returned GRK2 aptamer HTS 1, JMJD2C inh -1, VLA-4 inh -7, AGP1 TOR yeast 103, RPL19A TOR yeast 100, MEP2 TOR yeast 104, CIT2 TOR yeast 107 and LAP4-GFP MLPCN 106.
CC(C)OC(=O)c1cc2c(ccn2C)n1CC(=O)N(Cc1ccccc1)c1ccccc1 was read as GRK2 aptamer HTS 1, JMJD2C inh -3, VLA-4 inh 14, AGP1 TOR yeast 95, RPL19A TOR yeast 97, MEP2 TOR yeast 98, CIT2 TOR yeast 93 and LAP4-GFP MLPCN 92.
Screening O=C(CC1C(=O)NCCN1Cc1cccc(F)c1)NC1CCC1 (stereo unspecified) returned GRK2 aptamer HTS 1, JMJD2C inh 6, VLA-4 inh 15, AGP1 TOR yeast 100, RPL19A TOR yeast 107, MEP2 TOR yeast 103, CIT2 TOR yeast 109 and LAP4-GFP MLPCN 80.
`O=C1NCCN1Cc1ccc(Cl)cc1` gave GRK2 aptamer HTS 3, JMJD2C inh 11, VLA-4 inh 9, AGP1 TOR yeast 96, RPL19A TOR yeast 91, MEP2 TOR yeast 99, CIT2 TOR yeast 90 and LAP4-GFP MLPCN 96.
